# Screens from PubChem BioAssay.
# LYP act = LYP (human) phosphatase activation. Q9Y2R2. recombinant LYP, DiFMUP fluorescence; 0 = plate median, 100 = signal doubled. activation, % at 2 µM. 96,000 compounds, 0.11% hits;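 active means activation at 2 µM above a set limit, the mean plus 5 SD, cut at about 37% in these data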
# EphB4 ephrin blk = blocks human EphB4 binding to ephrin-B2; P54760; EphB4 LBD / TNYL-RAW-Alexa532 peptide, fluorescence polarization; 97,000 compounds, 0.15% hits; inhibition, % at 7 µM;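 active means inhibition above the screen-wide mean inhibition plus 3 SD, cut at about 15% in these data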;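 further: 0% = DMSO wells and 100% = excess unlabeled TNYL-RAW peptide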
# Target sequence (P54760 whole entry, looked up, the tested form may be a part): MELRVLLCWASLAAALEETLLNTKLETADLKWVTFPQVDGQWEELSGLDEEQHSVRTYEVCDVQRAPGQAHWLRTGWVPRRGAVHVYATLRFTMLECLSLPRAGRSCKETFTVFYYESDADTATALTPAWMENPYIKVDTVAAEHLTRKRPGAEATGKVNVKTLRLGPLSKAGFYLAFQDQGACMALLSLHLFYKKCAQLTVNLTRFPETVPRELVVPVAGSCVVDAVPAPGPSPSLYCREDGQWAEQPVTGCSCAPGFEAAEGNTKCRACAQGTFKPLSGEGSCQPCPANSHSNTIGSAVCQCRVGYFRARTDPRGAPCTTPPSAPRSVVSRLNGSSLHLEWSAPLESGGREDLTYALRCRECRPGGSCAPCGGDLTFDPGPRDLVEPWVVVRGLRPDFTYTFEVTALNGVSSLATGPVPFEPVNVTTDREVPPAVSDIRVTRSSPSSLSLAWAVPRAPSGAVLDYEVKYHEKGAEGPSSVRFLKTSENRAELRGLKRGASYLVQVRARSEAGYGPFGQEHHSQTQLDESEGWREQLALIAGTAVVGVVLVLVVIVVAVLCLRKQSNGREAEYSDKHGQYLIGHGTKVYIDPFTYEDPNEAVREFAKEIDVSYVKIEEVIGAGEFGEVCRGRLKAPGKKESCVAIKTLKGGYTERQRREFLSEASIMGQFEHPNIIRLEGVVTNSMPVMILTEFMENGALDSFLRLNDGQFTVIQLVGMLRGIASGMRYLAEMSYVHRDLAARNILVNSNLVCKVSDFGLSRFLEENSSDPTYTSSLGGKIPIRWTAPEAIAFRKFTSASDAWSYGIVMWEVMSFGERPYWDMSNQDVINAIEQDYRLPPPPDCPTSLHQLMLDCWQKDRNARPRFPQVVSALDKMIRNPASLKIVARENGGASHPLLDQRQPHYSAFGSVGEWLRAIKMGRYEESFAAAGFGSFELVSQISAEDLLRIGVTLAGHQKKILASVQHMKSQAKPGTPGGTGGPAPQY
# PLK1 kinase inh = PLK1 (human) kinase inhibition; recombinant PLK1 kinase, TR-FRET peptide phosphorylation; 97,000 compounds, 0.53% hits; P53350; inhibition, % at 10 µM;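 active means inhibition of 50% or more in the single-concentration screen; inactive means inhibition below 50%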;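 further: 0% = DMSO max control and 100% = H-89 dihydrochloride min control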
# PLK1 PBD inh = inhibitors of human Plk1 polo box domain binding | P53350 | Plk1 PBD phosphopeptide binding, fluorescence polarization | inhibition, %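 (tested at about 20 µM)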 | 97,000 compounds, 0.13% hits | AID 693; in the data active means inhibition above about 34%, passing the limit was not always enough
# F-actin modifier = alters cytoskeleton assembly in HUVEC cells. 91,000 compounds, 0.18% hits. HUVEC TNFa F-actin phalloidin imaging, high content. inhibition, % at 2 µM;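 active means inhibition above the batch mean plus 3 SD and confirmed as a hit by visual image inspection, cut at about 30% in these data, passing the limit was not always enough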; further: strong numbers were not always called active
# Pyk2 oligo antag = antagonists of human Pyk2 oligomerization; Q14289; Q293 cells, Pyk2 FERM NanoBiT luminescence; active compounds read low; z-score (the deposit names both 25 µM and 10 µM); 99,000 compounds, 0.83% hits;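 active means Z-score of -3 or lower, scaled per plate to the spread of control and sample wells; inactive means z-score above -3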;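 further: negative z-score means lost luminescence so less FERM oligomerization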
# LYP inh 2 = LYP (human) phosphatase inhibition. Q9Y2R2. recombinant LYP catalytic domain, DiFMUP fluorescence. inhibition, % at 2 µM. AID 640. 96,000 compounds, 0.21% hits;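 active means inhibition at 2 µM at or above a set limit, the screen mean plus 3 SD, cut at about 24% in these data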;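 further: 0% = DMSO with enzyme and 100% = enzyme fully blocked by orthovanadate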
# Rev-RRE block = disrupts HIV-1 Rev binding to RRE RNA | Rev peptide-RRE RNA binding, FRET | inhibition, % at 8 µM | AID 704 | 97,000 compounds, 0.79% hits | P05866;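 active means inhibition above the screen-wide mean plus 3 SD, cut at about 35% in these data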;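 further: 0% = median DMSO wells and 100% = median Neomycin B control wells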
# Target sequence (P05866 whole entry, looked up): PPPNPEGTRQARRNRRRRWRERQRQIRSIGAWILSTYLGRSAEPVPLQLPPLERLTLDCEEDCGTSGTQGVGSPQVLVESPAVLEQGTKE
#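 assay system = Cy5-tagged RRE RNA duplex with fluorescein-tagged Rev peptide | incubation = 5 + 15 min at 25 °C | also added = labelled Rev peptide | measure = % inhibition of FRET ratio versus controls | benchmarks = DMSO wells as 0% and neomycin B wells as 100% inhibition | measured by = FRET fluorescence readout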
# FAK inh = blocks human focal adhesion kinase activity; AID 727; biochemical FAK kinase activity assay; inhibition, %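 (tested at 7 µM)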; 97,000 compounds, 0.84% hits; in the data active means inhibition above about 19%;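 further: 0% = DMSO and 100% = reference compound high control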
# * marks the source's active call; other numbers are inactive results; x = not tested or not shown. Compounds were not picked by outcome; any-hit rate near 3.5%.
no.	SMILES	LYP act	EphB4 ephrin blk	PLK1 kinase inh	PLK1 PBD inh	F-actin modifier
1	COc1cccc(NC(=O)C2C3C=CC(O3)C2C(=O)NCc2cccnc2)c1 (stereo not given)	1	-3	-10	-32	23
2	CCCC(=O)N1CC(=O)Nc2ccc(F)cc2C1c1ccccc1 (stereo not given)	9	-2	-16	-19	-1
3	CCOC(=O)c1cc(C)sc1NC(=O)C1CCC1	4	0	-8	-3	4
4	Cc1ccccc1CSc1nc2c(c(=O)[nH]1)CCCC2	12	1	-4	-5	x
5	CC(O)c1nc2ccccc2n1C1CCCCC1 (stereo not given)	0	0	4	-13	6
6	O=C(Nc1ccc(Cl)cc1)c1cnc(-c2ccccc2)nc1-c1ccccc1	-10	-5	-13	-12	-24
7	CCOc1ccc(-n2c(SCC(=O)Nc3ccccc3C)n[nH]c2=O)cc1	13	0	-5	-20	15
8	COc1cccc(-n2c(Cc3cc(=O)[nH]c(=O)[nH]3)nnc2SCC(=O)N2CCCC2)c1	4	2	4	2	3
9	O=C(CSc1nnc(CNC(=O)c2cccs2)o1)NCCc1ccccc1	-7	4	0	16	-21
10	O=C(CSc1nnc(Cc2ccccc2)o1)N1CCc2ccccc21	8	3	-13	-38	-14
11	COc1ccccc1N1CCN(C(=O)/C=C/c2ccccc2)CC1	-3	-3	-12	16	7
12	CCC(=O)Nc1cc(C(C)C)c(O)cc1C	10	2	-8	4	13

no.	Pyk2 oligo antag	LYP inh 2	Rev-RRE block	FAK inh
1	0.03	2	2	-6
2	x	-14	-2	1
3	-0.18	-10	2	-1
4	x	-9	4	1
5	0.9	-4	3	-3
6	-0.61	13	6	-6
7	-1.1	-11	-1	-2
8	-0.19	-7	10	2
9	1.3	12	5	-4
10	-0.09	-7	6	1
11	0.72	4	16	-1
12	0.78	-11	9	-4

# Later entries.
no.	SMILES	LYP act	EphB4 ephrin blk	PLK1 kinase inh	PLK1 PBD inh	F-actin modifier
13	c1ccc(N2CCN(c3ncnc4c3oc3ccccc34)CC2)cc1	0	0	-10	2	17
14	Cc1cc(Cl)ccc1NC(=S)Nc1cccnc1	8	6	-8	7	2
15	Brc1cccc(OCCn2ccnc2)c1	-5	1	-8	-12	9
16	CCS(=O)(=O)N1CCN(c2ccc([N+](=O)[O-])c(NC(C)c3ccccc3)c2)CC1 (stereo not given)	0	-6	-7	1	5
17	Nc1nnc(SCC(=O)NCc2ccc3c(c2)OCO3)s1	11	9	0	9	-3
18	Cc1ccc(N2C(=O)SC(N(CC(=O)O)c3cccc(C)c3)C2=O)cc1 (stereo not given)	-2	0	-14	-8	4
19	O=S(=O)(NCCC1=CCCCC1)c1cccc2nsnc12	0	-3	10	-9	-9
20	CCOC(=O)NC(Nc1nnc(SCC)s1)(C(F)(F)F)C(F)(F)F	10	1	-9	10	-30
21	Cc1ccccc1Cn1ccc(NC(=O)c2cnn3c(C(F)(F)F)cc(-c4ccco4)nc23)n1	5	4	-16	-19	10
22	COc1ccc2cc(CN(CC3CCCO3)S(=O)(=O)c3ccc(C(C)=O)cc3)c(=O)[nH]c2c1 (stereo not given)	31	-1	-15	-25	-10
23	O=C(Nc1ccc(S(=O)(=O)N2CCOCC2)cc1)C1COc2ccccc2O1 (stereo not given)	-13	1	-7	17	1
24	Cn1c(=O)c2c(ncn2CC(=O)N2CCCc3ccccc32)n(C)c1=O	7	-5	2	30	2

no.	Pyk2 oligo antag	LYP inh 2	Rev-RRE block	FAK inh
13	0.73	-2	6	-3
14	1.5	-4	5	-2
15	-0.04	4	9	0
16	-2.2	5	8	1
17	2.3	-11	14	2
18	0.85	0	-2	0
19	-1.2	-3	3	3
20	-0.42	-11	8	-9
21	-1.8	-8	-6	4
22	0.35	-34	-2	1
23	1.7	11	3	1
24	-0.41	-10	-1	-1

# The list goes on:
no.	SMILES	LYP act	EphB4 ephrin blk	PLK1 kinase inh	PLK1 PBD inh	F-actin modifier
25	COc1ccccc1N/C(N)=N/c1nc(CSc2ccc(C)cc2)cc(=O)[nH]1	11	-12	-8	-5	5
26	Cc1ccnc(NS(=O)(=O)c2ccc(NC(=O)c3c(-c4ccccc4Cl)noc3C)cc2)n1	-4	6	-7	2	4
27	COc1ccc(OC)c(-c2cc(C(=O)Nc3cc(C)on3)no2)c1	-9	2	-8	-30	-12
28	CC(C)C12CN3CC(C(C)C)(CN(C1)C3c1ccccc1)C2O (stereo not given)	1	-3	-14	14	1
29	CC(=O)Nc1c(-c2ccc(F)cc2)nc2ccccn12	-2	5	-3	-10	-3
30	O=C(CCS(=O)(=O)c1cccc2nsnc12)NC1CCCCCC1	6	4	-10	7	27
31	CCOC(=O)c1c(-c2ccc(Cl)cc2)cn2ccccc12	-2	5	-10	16	-25
32	O=C(CSc1ncccc1-c1nc2ccccc2[nH]1)N1CCCCC1	6	-15	-15	-4	0
33	CC(C)c1c(O)nc(SCCN(C)C)[nH]c1=O	5	0	-6	4	-20
34	CCCNC(=O)C1CCN(S(=O)(=O)c2ccc(Br)cc2)CC1	-2	4	-8	19	-14
35	O=C(O)Cc1c(O)ccc2ccccc12	5	9	-5	17	2
36	CCn1cnc2scc(-c3ccccc3)c2c1=O	25	-1	27	-3	-7

no.	Pyk2 oligo antag	LYP inh 2	Rev-RRE block	FAK inh
25	-0.05	-8	7	17
26	0.28	2	2	-2
27	-0.23	7	-1	6
28	0.78	-1	0	-1
29	x	2	6	4
30	0.44	-4	1	5
31	-0.1	4	6	4
32	-0.02	-6	3	1
33	0.76	-7	3	-3
34	-0.3	-3	2	-3
35	1.1	-1	3	-3
36	-0.25	-27	1	8

# Compound profiles, as listed above:
# CCn1cnc2scc(-c3ccccc3)c2c1=O in the list: LYP act: 25; EphB4 ephrin blk: -1; PLK1 kinase inh: 27; PLK1 PBD inh: -3; F-actin modifier: -7; Pyk2 oligo antag: -0.25; LYP inh 2: -27; Rev-RRE block: 1; FAK inh: 8
# Cc1ccnc(NS(=O)(=O)c2ccc(NC(=O)c3c(-c4ccccc4Cl)noc3C)cc2)n1 in the list: LYP act: -4; EphB4 ephrin blk: 6; PLK1 kinase inh: -7; PLK1 PBD inh: 2; F-actin modifier: 4; Pyk2 oligo antag: 0.28; LYP inh 2: 2; Rev-RRE block: 2; FAK inh: -2

# (listing goes on)
no.	SMILES	LYP act	EphB4 ephrin blk	PLK1 kinase inh	PLK1 PBD inh	F-actin modifier
37	COC(=O)c1nn(-c2ccccc2)c(Sc2ccc(OC)cc2)c1/C=N/O	7	-3	-3	-5	-22
38	Cc1ccc(N(CC(=O)N2CCc3ccccc32)C2=NC(=O)CS2)cc1	-6	-5	-11	9	x
39	COc1ccc(/C(O)=C/C(=O)C(=O)NNC(=O)C(O)(c2ccccc2)c2ccccc2)cc1	4	3	-19	-14	4
40	CCn1c(CSc2nc3ccccc3s2)nc2ccccc21	4	-7	-4	-22	-4
41	COc1cccc(C(=O)Nc2ccc(NC(=O)C(C)(C)C)cn2)c1	3	-10	-9	-29	7
42	CCN(CC)c1ccc(NC(=O)c2cnn(CC)c2)cc1	12	-11	-11	-20	-9
43	O=C(CCCCCN1C(=O)CCC1=O)Nc1ccc2c(c1)OCO2	-4	9	-15	-15	0
44	CCn1nnnc1SCC(=O)NCc1ccc2c(c1)OCO2	1	-3	-14	-8	9
45	CC12/C(=N/O)C3C4CC5C3/C(=N/O)C1C5C42 (stereo not given)	13	14	-2	-10	27
46	Fc1cc(F)c(F)c(SCCc2ccncc2)c1F	5	2	-3	12	-1
47	CCN(CC)c1ccc(N2C(=O)/C(=C\c3cccnc3)SC2=S)cc1	2	-1	-10	-48	-16
48	Cc1ccc(-n2c(N)c(C(=O)N3CCOCC3)sc2=S)c(C)c1	-9	6	2	9	19

no.	Pyk2 oligo antag	LYP inh 2	Rev-RRE block	FAK inh
37	-0.08	-3	-1	-2
38	1.3	2	1	0
39	-0.15	-2	2	5
40	-0.68	-8	19	1
41	-0.06	-4	2	0
42	0.66	-10	3	-7
43	0.79	0	3	-1
44	1.3	-1	5	0
45	0.62	-17	3	-8
46	0.56	-2	3	6
47	-0.26	1	7	-5
48	0.08	6	7	-1

# (next part)
no.	SMILES	LYP act	EphB4 ephrin blk	PLK1 kinase inh	PLK1 PBD inh	F-actin modifier
49	Cc1nc2ccccc2c2c1C(=O)N(C)C2=O	0	0	-8	-9	0
50	COC(=O)c1ccccc1NC(=O)c1cc2nc(C3CC3)cc(C(F)(F)F)n2n1	-12	-2	-12	-18	25
51	COc1ccc2c(c1)C(=NN)c1cc(OC)ccc1-2	0	-4	-3	0	-4
52	CCN1C(=O)c2ccccc2S(=O)c2ccc(C(=O)N3CCCCCC3)cc21 (stereo not given)	5	2	-11	-9	16
53	Cc1nc(NC2=NCN(CCCN3CCOCC3)CN2)nc2c(C)cccc12	0	4	23	7	17
54	CC(=O)N(Cc1cc(=O)[nH]c2ccccc12)c1ccccc1	-10	0	2	1	12
55	Cc1nnc(C)c2c(C)n(Cc3ccc4c(c3)OCO4)c(C)c12	-5	1	23	-38	-22
56	Cc1ccc(S(=O)(=O)N2CCOCC2)c2nsnc12	6	-4	-4	1	9
57	NC(=S)c1cc2ccc(O)cc2oc1=O	-4	3	42	-44	0
58	CCn1ncc(/C=C/C(=O)Nc2c(C)nn(CC)c2C)c1C	0	-7	-9	-15	-19
59	Nc1c(C(=O)Nc2ccccc2)sc2nc3c(c(-c4ccco4)c12)CCC3	6	-6	-9	8	7
60	COC(=O)c1cc2sccc2n1CC(=O)Nc1ccc(OC)c(OC)c1OC	-1	7	-13	1	9

no.	Pyk2 oligo antag	LYP inh 2	Rev-RRE block	FAK inh
49	0.62	0	7	-2
50	-1.7	15	3	12
51	0.76	-3	4	5
52	x	-6	3	-2
53	1	3	22	6
54	-0.16	8	12	-3
55	-0.4	9	8	-6
56	-0.13	-4	5	0
57	-0.47	8	22	8
58	0.1	2	6	-2
59	0.75	-4	15	-2
60	-0.72	4	-5	8

# 6 compounds already listed, arranged by their value in FAK inh, smallest number first.
cpd	SMILES	FAK inh
1	COc1cccc(NC(=O)C2C3C=CC(O3)C2C(=O)NCc2cccnc2)c1 (stereo not given)	-6
12	CCC(=O)Nc1cc(C(C)C)c(O)cc1C	-4
33	CC(C)c1c(O)nc(SCCN(C)C)[nH]c1=O	-3
58	CCn1ncc(/C=C/C(=O)Nc2c(C)nn(CC)c2C)c1C	-2
3	CCOC(=O)c1cc(C)sc1NC(=O)C1CCC1	-1
8	COc1cccc(-n2c(Cc3cc(=O)[nH]c(=O)[nH]3)nnc2SCC(=O)N2CCCC2)c1	2

# Next section
no.	SMILES	LYP act	EphB4 ephrin blk	PLK1 kinase inh	PLK1 PBD inh	F-actin modifier
61	CCOC(=O)N1CCN(C(=O)C(CC(C)C)NS(=O)(=O)c2ccc3c(c2)oc(=O)n3C)CC1 (stereo not given)	9	5	-9	-8	x
62	COc1cc(S(=O)(=O)NC2CCCC2)c(OC)cc1Cl	-3	10	-4	-18	x
63	COc1cccc2cc(C(=O)n3ccc(C)n3)c(=O)oc12	1	3	-11	-10	-1
64	COc1cc(C(=O)N2CCN(S(=O)(=O)c3ccc(C)cc3)CC2)ccc1OCc1c(C)noc1C	7	2	-11	17	-18

no.	Pyk2 oligo antag	LYP inh 2	Rev-RRE block	FAK inh
61	0.47	-5	0	1
62	-0.95	6	6	-3
63	0.64	1	11	1
64	0.89	-10	3	-3
